Screens: PubChem BioAssay, Southern Research Specialized Biocontainment Screening Center
Salmonella PhoP GFP: PhoP regulon inhibitors, Salmonella typhi PhoP promoter GFP reporter, confirmatory (AID 1850); Salmonella Typhi PhoP-promoter GFP reporter, fluorescence, 4 h; higher % means a stronger effect; inhibition, % at 50 µM, or IC50 in µM where a hit was titrated; 0.33% of 310,000 active; in the data active means a potency from the dose series; inconclusive means inhibition mostly from about 25% at the one dose, without a potency; inactive means the rest, 99 in 100 with inhibition below about 19%;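 further: 0% = induced wells with vehicle and 100% = uninduced wells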
H1N1 NS1A inhibition: H1N1 influenza NS1A inhibitors, functional cell based assay (AID 504329); NS1A functional cell-based assay, percent inhibition; higher % means a stronger effect; inhibition, % at 12.5 µM; hits with a dose series show IC50 in µM; 0.3% of 340,000 active; in the data active means a potency from the dose series; inconclusive means inhibition above about 27% without an active follow-up result; further: strong numbers were not always called active
inhibitors of VEEV: inhibitors of VEEV TC-83 cytopathic effect, confirmation, Vero cells (AID 588727) | 0.13% of 350,000 active | inhibition, % at 20 µM; hits with a dose series show IC50 in µM | Vero cells, VEEV TC-83 cytopathic effect inhibition; higher % means a stronger effect; in the data active means a potency from the dose series; inconclusive means inhibition mostly from about 14% at the one dose, without a potency; inactive means the rest, 99 in 100 with inhibition below about 12%; further: strong numbers were not always called active
H37Rv inhibition: M. tuberculosis growth inhibition, HTS (AID 449762). M. tuberculosis H37Rv growth inhibition, 7H9 media; higher % means a stronger effect. one-dose inhibition, % at 25 µM; IC50 in µM for titrated hits. 0.59% of 330,000 active; in the data active means a potency from the dose series; inconclusive means inhibition above about 70% without an active follow-up result;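 further: bacterial growth assessed after seven days of incubation; strong numbers were not always called active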
M. tuberculosis: growth inhibition of non-replicating M. tuberculosis (AID 488890); Mycobacterium tuberculosis non-replicating, growth inhibition; higher % means a stronger effect; inhibition, % at 25 µM; hits with a dose series show IC50 in µM; 0.39% of 320,000 active; in the data active means a potency from the dose series; inconclusive means inhibition mostly from about 82% at the one dose, without a potency; inactive means the rest, 99 in 100 with inhibition below about 76%;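 further: plate controls were DMSO cells for no effect and high antibiotic wells for full effect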
inhibitors of VEEV 10K pilot screen: recorded beside inhibitors of VEEV, whose call it bears; inhibition, %; measured here: 10K pilot screen inhibition
The depositor's hits bear a star; i = inactive; u = inconclusive; x = no result given. This is a random part of the collection; overall some 1.4% were active at least once.

SMILES	Salmonella PhoP GFP	H1N1 NS1A inhibition	inhibitors of VEEV	H37Rv inhibition	M. tuberculosis	others
CC(=O)c1cnc2nc(C(F)(F)F)nn2c1C	-10%	-2%	0.9%	5%	-18%
COc1ccc(OCC(=O)N2CCN(C3CCC(c4ccccc4)CC3)CC2)cc1 (stereo not given)	-1%	10%	0.4%	6%	50%
CN1CCN(c2ccc(NC(=S)NC(=O)c3cccc4c(Cl)cccc34)cc2)CC1	-4%	-2%	1.9%	11%	77%
O=C(CCCCCNC(=O)c1ccccc1Br)N=Nc1c(O)[nH]c2ccccc12	21%	-5%	8.0%	1%	5%
CC(C)(C)c1nc(NCc2ccc3c(c2)OCO3)c2nnn(Cc3ccccc3Cl)c2n1	-2%	-2%	2.7%	-1%	-2%
CCOc1ccccc1C(=O)NCC(=O)NCCCc1ccccc1	6%	-4%	1.4%	6%	4%
COc1ccccc1C(=O)N/C(N)=N/c1nc2ccccc2o1	1%	-2%	7.5%	1%	-2%
CN1CCN(C(=O)c2cc(-c3ccco3)on2)CC1	1%	5%	2.9%	1%	2%
O=C(CO/N=C/c1ccc(OC(F)F)cc1)NCc1ccc(F)cc1	2%	1%	0.4%	10%	52%
CCOc1ccccc1-c1nnc(SCC(=O)NC2(C#N)CCCC2)o1	x	-6%	3.1%	-9%	5%
CCOP(=O)(OCC)C(Nc1cccc([N+](=O)[O-])c1)c1ccccc1 (stereo not given)	4%	6%	0.6%	-4%	0%
O=C(Nc1nc2c(F)cc(F)cc2s1)c1ccccn1	2%	0%	>25µM*	u	2.1µM*
COc1cccc2sc3cc(NCCCN4CCOCC4)ccc3c(=O)c12	x	-18%	7.7%	16%	22%
CCCC(=O)c1cc2ccccc2oc1=O	4%	-5%	7.8%	66%	52%
CC1CCC(C(=O)NC(C(=O)Nc2ccccn2)C(C)C)CC1 (stereo not given)	7%	-9%	0.1%	1%	4%
COc1ccc(NC(=S)N2CCC(c3ccccc3)C2)cc1 (stereo not given)	-4%	-5%	0.1%	0%	70%
C[C@@H](C(=O)Nc1ccc2ccccc2c1)[C@H]1C[C@]1(C)[C@H](NC(=O)c1cnccn1)c1ccccc1	-13%	-4%	9.8%	2%	51%
O=C(COC(=O)c1cccc(O)c1)Nc1ccc(OC(F)F)cc1	9%	7%	i	2%	4%
Cc1ccc(/C=N/NC(=O)CNC(=O)c2cccc([N+](=O)[O-])c2C)o1	3%	-7%	2.2%	3%	-5%
Cn1cccc1C1C(C#N)=C(N)OC2=C1C(=O)CC(C)(C)C2 (stereo not given)	-11%	4%	0.0%	0%	15%
COc1ccc(C(=O)CN2C(=O)NC3(CCc4ccccc43)C2=O)c(OC)c1 (stereo not given)	-2%	0%	8.7%	-2%	6%
CCN(CC)CCn1c(=N)n(CCOc2ccccc2)c2ccccc21	16%	9%	i	-3%	26%
N#Cc1c(NCCCO)nc(NCc2ccccc2)c2c1CCN(Cc1ccccc1)C2	-13%	4%	6.2%	52%	x
O=C(O)C(CC1CCCCC1)N1CCS(=O)(=O)CC1 (stereo not given)	5%	-20%	0.4%	-1%	-15%
CCC1=C(OC(=O)N(CC)CC)N2C(=O)OC(=NCc3ccccc3)[C@]2(C)[C@H]2C1=CC[C@H]1C(=O)NC(=O)[C@H]12	-12%	9%	0.3%	5%	11%	inhibitors of VEEV 10K pilot screen=0.5
CO/N=C(/CS(=O)(=O)c1ccc(Br)cc1)c1ccc(OC)cc1	-2%	-1%	2.1%	-6%	11%
CCc1cccc2c1NC(=O)C21N2CCCC2C(C(=O)c2ccc3ccccc3c2)C12C(=O)Nc1ccccc12 (stereo not given)	-1%	9%	5.1%	u	57%
Cc1c(NC(=O)c2cc(-c3cccs3)on2)c(=O)n(-c2ccccc2)n1C	1%	14%	1.0%	u	26%
O=C(NCc1ccccc1)C(c1cccnc1)N(C(=O)c1ccccn1)c1ccc(F)cc1 (stereo not given)	2%	8%	1.1%	-2%	1%
NS(=O)(=O)c1ccc(CCNC(=O)CNC(=O)c2ccccc2Br)cc1	-2%	-7%	1.4%	-4%	-7%
COCC(=O)N(CCc1ccc(OC)c(OC)c1)Cc1cc2cc(C)ccc2nc1Cl	5%	-4%	0.1%	-8%	1%
CCN(Cc1ccccc1)C(=O)CSc1ccccc1C(=O)O	-8%	-6%	i	-4%	9%
Nc1nnc2cc(Cl)ccc2n1	x	1%	i	x	x
Cn1c(C(=O)N2CCCC(C(=O)NCc3ccc4c(c3)OCO4)C2)cc2sccc21 (stereo not given)	-1%	1%	8.5%	2%	32%	inhibitors of VEEV 10K pilot screen=0.6
Cc1noc(C)c1COC(=O)C(c1ccccc1)c1ccccc1	8%	-15%	0.8%	-3%	4%
COc1ccc(-c2nnc(SCc3ncc(-c4ccccc4)o3)o2)cc1	-5%	3%	7.0%	0%	76%
O=C(CSc1ccc(-c2cccc([N+](=O)[O-])c2)nn1)N1CCCCCC1	10%	10%	7.5%	8%	24%
CN1CCN(c2ccccc2NC(=O)c2ccc(-c3ccccc3)cc2)CC1	4%	10%	9.0%	11%	36%
CC1CCN(CC(=O)Nc2nn(-c3ccccc3)nc2C(N)=O)CC1	-4%	-4%	1.0%	3%	7%
CC1=NN(c2nc(-c3ccc(C)cc3)cs2)C(=O)C1N=Nc1cccc(O)c1 (stereo not given)	10%	7%	9.9%	-6%	0%

Overlap with the part before: 3 entries; new compounds follow.
SMILES	Salmonella PhoP GFP	H1N1 NS1A inhibition	inhibitors of VEEV	H37Rv inhibition	M. tuberculosis	others
CN1CCN(c2ccccc2NC(=O)c2ccc(-c3ccccc3)cc2)CC1	4%	10%	9.0%	11%	36%
CC1CCN(CC(=O)Nc2nn(-c3ccccc3)nc2C(N)=O)CC1	-4%	-4%	1.0%	3%	7%
CC1=NN(c2nc(-c3ccc(C)cc3)cs2)C(=O)C1N=Nc1cccc(O)c1 (stereo not given)	10%	7%	9.9%	-6%	0%
CCc1c(C)sc(NC(=O)c2cc(-c3ccc(OC)c(OC)c3)on2)c1C#N	-12%	7%	4.5%	-8%	4%
CCC(C)N1C(=S)SC(C)(C)C1N(O)C(=O)NC1CCCCC1 (stereo not given)	7%	-6%	1.7%	-19%	34%
CCOc1ccc(Cl)cc1S(=O)(=O)N1CCC(C(=O)NCc2cccnc2)CC1	6%	-4%	i	0%	2%
CCCOc1ccccc1NS(=O)(=O)c1ccc2[nH]c(=O)[nH]c2c1	0%	-5%	0.5%	-3%	8%
CN(C)CCN(Cc1ccccc1)C(=O)[C@H](Cc1ccccc1)N1C(=O)c2ccccc2C1=O	9%	-8%	1.1%	-2%	8%
FC(F)(F)c1cc(-c2ccco2)nc(-n2nnc3ccccc32)n1	-1%	24%	0.2%	-5%	4%
Cc1ccc(S(=O)(=O)CCC(=O)OCC(=O)c2ccc(C)c(C)c2)cc1	-2%	-6%	0.4%	-2%	74%
CC1CCCCN1Cc1ccc(-c2nn[nH]n2)cc1 (stereo not given)	-13%	3%	0.8%	2%	-5%
COc1cccc(/C=C/C(=O)NNC(=O)c2cc(C)oc2C)c1	-8%	-3%	2.2%	37%	26%
Cc1nc2ccc(Br)cc2c(-c2ccccc2)c1C(=O)O	2%	-4%	0.1%	0%	6%
Cc1ccc(S(=O)(=O)NCCC(=O)Nc2cccc(S(N)(=O)=O)c2)cc1C	9%	9%	1.4%	0%	-4%
COc1ccc(/C=C2\SC(=S)N(CCCC(=O)N3CCOCC3)C2=O)cc1	0%	15%	11%	-2%	25%
O=C(CCc1ccccc1)NNC(=O)c1ccccn1	74µM*	1%	12%	62%	u
O=C(CSC1c2ccccc2-c2ccccc21)N/N=C/c1ccccc1O	-1%	20%	1.0%	0%	0%
COc1ccc(C2c3c(oc4ccccc4c3=O)C(=O)N2c2ccccn2)cc1OC (stereo not given)	-15%	10%	3.6%	0%	-22%
Cc1ccc(NC(=O)Cn2c(=O)oc3ccccc32)cc1	-5%	-7%	1.1%	-7%	3%
CC(C)n1ncc2c(C(=O)N3CCN(c4ccc(F)cc4)CC3)cc(-c3ccccc3)nc21	x	-1%	7.0%	-3%	35%
Cc1csc(SCC(=O)Nc2nncs2)n1	-4%	3%	i	0%	1%
Nc1ccc2nc(-c3cccc(-c4nc5ccc(N)cc5[nH]4)c3)[nH]c2c1	1%	26%	91%	-2%	22%
O=C(NC1CCCCC1)C(c1cccnc1)N(C(=O)c1ccc(Cl)nc1)C1CCCCC1 (stereo not given)	-7%	-9%	1.4%	1%	x

In the list so far, these have a thiophene ring, fused or not:
SMILES	Salmonella PhoP GFP	H1N1 NS1A inhibition	inhibitors of VEEV	H37Rv inhibition	M. tuberculosis	others
Cc1c(NC(=O)c2cc(-c3cccs3)on2)c(=O)n(-c2ccccc2)n1C	1%	14%	1.0%	u	26%
Cn1c(C(=O)N2CCCC(C(=O)NCc3ccc4c(c3)OCO4)C2)cc2sccc21 (stereo not given)	-1%	1%	8.5%	2%	32%	inhibitors of VEEV 10K pilot screen=0.6
CCc1c(C)sc(NC(=O)c2cc(-c3ccc(OC)c(OC)c3)on2)c1C#N	-12%	7%	4.5%	-8%	4%

Later entries
SMILES	Salmonella PhoP GFP	H1N1 NS1A inhibition	inhibitors of VEEV	H37Rv inhibition	M. tuberculosis	others
CSc1ccc(Cl)c(C(=O)N(C)CC(=O)Nc2ccc(N3CCOCC3)cc2)c1	2%	-3%	2.7%	1%	3%
CNC(=S)N1N=C(c2ccccc2)CC1c1ccc(Br)cc1 (stereo not given)	-4%	-2%	i	15%	22%	inhibitors of VEEV 10K pilot screen=0.0
O=C(Nc1ccc(-c2cn3ccccc3n2)cc1)c1ccc(Cl)cc1	6%	9%	0.9%	9%	-14%
CC(=O)NC1C(O)OC(CO)C(O)C1O (stereo not given)	-13%	-1%	1.8%	0%	-10%
NCCCC[C@@H](C(=O)N1CCNCC1)n1cc([C@@H](N)CC(N)=O)nn1	-7%	-4%	0.3%	-5%	-14%	inhibitors of VEEV 10K pilot screen=0.1
CN(Cc1ccccc1)C(=O)c1nc2ccccn2c1CNCCCOc1cccnc1	2%	-11%	i	1%	14%
O=C(Nc1ccccc1)Nc1ccc(Br)c(Cl)c1	-4%	-4%	i	5%	46%	inhibitors of VEEV 10K pilot screen=0.4
O=C(CSC(=S)N1CCCC1)NCC(=O)Nc1ccc(F)c(F)c1	19%	-11%	0.5%	2%	u
Cc1nn(Cc2cccc(F)c2)c(C)c1NC(=O)c1ccc(COc2ccccc2Cl)cc1	-3%	25%	i	67%	9%
NNC(=O)Cn1nc2n(c1=O)-c1ccccc1SC2	-5%	2%	0.0%	2%	3%
Cc1nn(CC(=O)O)c(C)c1NC(=O)c1cccs1	-5%	9%	0.6%	8%	4%
Cc1cc(C(=O)Nc2ccc(Br)cc2)c2ccccc2n1	-3%	-7%	0.6%	0%	9%
O=C(CSc1nccn(-c2ccc(Br)cc2)c1=O)NCc1ccccc1	6%	1%	2.0%	6%	27%
CCCC(=O)Nc1ccc(Cl)c(NC(=O)CC)c1	-1%	-3%	1.8%	-5%	-7%
CCC(C)[C@H](NC(=O)[C@H](Cc1ccccc1)n1c(=O)[nH]c2ccccc2c1=O)C(=O)N1CCC[C@@H]1C(=O)O (stereo not given in full)	17%	-2%	0.1%	-7%	-20%
Cc1ccc(Nc2cc(C)nc3nnnn23)cc1	-1%	-2%	0.7%	-7%	6%
CCOc1ccc(CN(CCC#N)C(=S)NC(=O)c2ccccc2)cc1	-5%	-10%	i	12%	-21%
CN(CC(=O)Nc1ccccc1Cl)CC(=O)N(C)c1c(N)n(Cc2ccccc2)c(=O)[nH]c1=O	x	5%	3.6%	-2%	13%
OC[C@H](O)[C@H](O)[C@@H](O)[C@@H](O)[C@@H]1SC(c2ccccc2)=NN1c1ccccc1	11%	x	1.0%	-9%	8%
Cc1ccc(C(=O)Nc2ccc3c(c2)OCCO3)c(C)c1	11%	2%	5.6%	2%	0%
Cc1ccc(O)c(C(=O)c2cc(C(=O)NCCc3ccccc3)c(=O)n(CCc3ccccc3)c2)c1	-5%	-10%	8.9%	20%	77%
CCn1nc(C)c(C2C(C#N)=C(N)OC3=C2C(=O)CC(C)(C)C3)c1C (stereo not given)	-5%	-2%	i	3%	3%
COc1ccc(OC)c(S(=O)(=O)N2CCCC(C(=O)NCCN3CCOCC3)C2)c1 (stereo not given)	9%	-6%	i	2%	-10%
Cc1ccc(OCC(=O)Nc2ccc(N3CCN(C(=O)c4ccc(C)cc4)CC3)cc2)cc1	-8%	-15%	2.9%	5%	6%
O=C(c1ccc(Cl)cc1)N(Cc1ccccc1F)N1C(=O)CCCC1=O	11%	14%	i	-7%	1%
CCNS(=O)(=O)c1ccc2c(c1)n(C)c(=O)n2C	0%	6%	0.1%	-7%	-18%
